Screening data deposited in PubChem by National Center for Advancing Translational Sciences (NCATS).
Pin1 inhibitor: inhibitors of human Pin1 | 0.009% of 390,000 active | Q13526 | Potency, µM (doses to about 115 µM), for inactives: at the top dose activity, negative = inhibition, most hits filed as inhibitors | Pin1 FP peptide displacement, HiFluor488, 10 min; active = well fitted inhibition curve with a large enough effect in the polarisation, with a control signal flat, not every such curve was filed as active; inconclusive = small, poorly fitted or top-dose-only effect, or effect the other way, or a change in a side signal; inactive = no such curve, though single readings can be large or run the other way; the % refers to the polarisation; also: potency is read from the fitted curve at half-maximal effect; % is scaled to controls: 0 for no effect and ±100 for the full control effect
Target sequence (Q13526 whole entry, looked up): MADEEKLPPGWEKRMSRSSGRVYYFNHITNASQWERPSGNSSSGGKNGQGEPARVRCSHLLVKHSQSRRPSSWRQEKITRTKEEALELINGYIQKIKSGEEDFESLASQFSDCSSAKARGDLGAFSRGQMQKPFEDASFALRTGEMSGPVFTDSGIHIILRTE
TRHR enhancer: allosterically enhances the human TRH receptor | AID 493056 | 0.66% of 360,000 active | enhancement, % at 2 µM | P34981 | TRHR cells, fluo-8 calcium fluorescence, EC20 TRH enhancement; in the data active = enhancement above about 30%; also: 0% is about no effect
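TRHR-expressing cells loaded with fluo-8 calcium dye were read kinetically (ex 480/em 530) during compound addition, then stimulated with an EC20 of TRH (10 nM final). Enhancement of the Gq-mediated intracellular calcium response was scored.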
rTrxR1 inhibitor: rat TrxR1 inhibition | recombinant rTrxR1, NADPH fluorescence consumption, selenite substrate | 1% of 390,000 active | O89049 | Potency, µM (top dose mostly 114 µM), without a hit: at the top dose activity change, negative = inhibition, actives largely listed as inhibitors; also: potency is read from the fitted curve at half-maximal effect; % is scaled to controls: 0 for no effect and ±100 for the full control effect; nearly all actives have a fitted effect of over 65% in size
Target sequence (O89049 whole entry, looked up): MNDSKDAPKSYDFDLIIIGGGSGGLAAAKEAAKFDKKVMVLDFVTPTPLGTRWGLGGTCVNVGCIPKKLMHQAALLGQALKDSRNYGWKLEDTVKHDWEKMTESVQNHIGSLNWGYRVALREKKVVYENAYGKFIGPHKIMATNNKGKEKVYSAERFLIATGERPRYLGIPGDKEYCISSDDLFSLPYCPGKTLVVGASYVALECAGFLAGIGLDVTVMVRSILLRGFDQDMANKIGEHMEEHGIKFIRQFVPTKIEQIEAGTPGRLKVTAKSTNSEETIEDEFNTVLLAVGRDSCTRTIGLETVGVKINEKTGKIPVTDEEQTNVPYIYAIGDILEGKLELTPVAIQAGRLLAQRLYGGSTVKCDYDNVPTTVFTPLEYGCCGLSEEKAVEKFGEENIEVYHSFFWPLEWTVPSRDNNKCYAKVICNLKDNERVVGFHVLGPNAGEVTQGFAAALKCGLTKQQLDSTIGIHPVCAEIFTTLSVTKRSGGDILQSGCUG
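Rat TrxR1 (90 nM in the dispensed reagent) was pre-reduced with 400 uM NADPH for 5 min at room temperature, then incubated with compound for 15 min. After 400 uM selenite was added, NADPH fluorescence (Ex 340/Em 450 nm) was followed for 8 min.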
D2 ag: activates the human D2 dopamine receptor; P14416; HEK293 T-REx D2 cells, calcium flux agonist mode; activation, % at 2 µM; 0.53% of 340,000 active;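 active = activation over 3 SD above normal in the single-dose calcium agonist read, cut at about 30% in these data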; also: 0% is about no effect
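HEK293 Trex D2 cells, tetracycline-induced, o/n 30 C 5% CO2; no-wash Ca dye, RT 30–90 min; 10-cycle baseline, 23 nl cpd added, kinetic Ca read 180 s; agonist hits = positive Ca response.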
IDH1 R132H inh: inhibitors of human mutant IDH1 R132H; IDH1-R132H enzyme, NADPH consumption, diaphorase/resazurin fluorescence; Potency, µM (series often up to 76.6 µM), inactives show at the highest dose activity change, negative = inhibition, hits mostly inhibitors; 0.093% of 390,000 active; also: potency is read from the fitted curve at half-maximal effect; % is scaled to controls: 0 for no effect and ±100 for the full control effect; nearly all actives have a fitted effect of over 65% in size
Target sequence (O75874 whole entry R132H, stated change not applied): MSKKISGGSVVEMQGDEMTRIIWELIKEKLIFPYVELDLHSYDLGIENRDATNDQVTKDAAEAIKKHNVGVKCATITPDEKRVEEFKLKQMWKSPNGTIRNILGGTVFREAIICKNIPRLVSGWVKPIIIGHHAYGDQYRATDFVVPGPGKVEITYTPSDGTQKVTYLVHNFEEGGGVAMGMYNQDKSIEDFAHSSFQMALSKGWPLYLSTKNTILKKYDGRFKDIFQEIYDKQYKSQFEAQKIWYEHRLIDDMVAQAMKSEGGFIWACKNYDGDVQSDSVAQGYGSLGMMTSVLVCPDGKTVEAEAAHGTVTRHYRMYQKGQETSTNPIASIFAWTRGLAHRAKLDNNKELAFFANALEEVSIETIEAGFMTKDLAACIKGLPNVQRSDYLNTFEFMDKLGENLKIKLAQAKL
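IDH1-R132H (0.5 ug/mL dispensed) in pH 7.5 Tris buffer was preincubated 30 min with compound, then given a substrate mix of 0.016 mM NADPH and 2 mM alpha-KG for 80 min at room temperature; remaining NADPH was read by diaphorase/resazurin fluorescence.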
TrxR1 substrate: is turned over as a substrate by rat TrxR1. purified TrxR1 substrate turnover, NADPH consumption readout. Potency, µM (titrated, usually from 114 µM), without a hit: top-dose activity change, negative = substrate turnover. 0.01% of 390,000 active; also: potency is read from the fitted curve at half-maximal effect; % is scaled to controls: 0 for no effect and ±100 for the full control effect; nearly all actives have a fitted effect of over 50% in size
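Rat TrxR1, dispensed at 90 nM, was prereduced with 400 uM NADPH (final) for 5 min at ~22 deg C, then incubated with compound 15 min before 400 uM selenite. A first-read NADPH fluorescence drop versus no-compound background flagged substrates.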
USP1 inh: inhibitors of human USP1/UAF1 deubiquitinase; Potency, µM (top dose mostly 57.1 µM), without a hit: top-dose activity change, negative = inhibition, actives largely listed as inhibitors; O94782; recombinant USP1/UAF1, Ub-Rhodamine cleavage fluorescence; AID 743255; 0.23% of 390,000 active; also: potency is read from the fitted curve at half-maximal effect; % is scaled to controls: 0 for no effect and ±100 for the full control effect; nearly all actives have a fitted effect of over 60% in size; inactives centre near -12
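USP1/UAF1 complex at 1 nM was preincubated with compound for 15 min at room temperature, then Ub-Rho substrate (150nM final) was added. Fluorescence (480/540 nm) was read kinetically, 6 reads every 60 seconds.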
D2 antag: D2 dopamine receptor (human) antagonism | inhibition, % at 10 µM | AID 485344 | P14416 | HEK293 TREx D2 cells, calcium flux, dopamine EC80 | 2% of 340,000 active; in the data active = inhibition above about 30%; also: 0% is about no effect
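Calcium mobilization kinetics were recorded at 1 s intervals in tetracycline-induced HEK293 T-REx D2 cells, first for 180 s after compound addition and then 180 s after EC80 dopamine.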
TRHR agonist: agonists of human TRH receptor; 0.18% of 360,000 active; TRHR cells, calcium flux fluo-8, FDSS agonist mode; activation, % at 2 µM; AID 493084; in the data active = activation above about 30%; also: 0% is about no effect
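Agonist-mode FDSS calcium read (Ex 480/Em 530, 1 s cycles) in 1536-well TRHR cells with fluo-8 dye, after 10-cycle baseline and 23 nL compound addition; TRH at EC20 (10 nM final) added afterwards for the enhancer phase.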
* = called active by the depositor; ? = inconclusive; . = no result given; [ ] = another dose, or the depositor's remark. Unless noted, calls follow the shape of the dose curve; as a rule, active = well fitted inhibition curve with a large enough effect; inconclusive = small, poorly fitted or top-dose-only effect; inactive = no such curve, though single readings can be large or run the other way. An excerpt. The share of hits here may be higher or lower than overall.

SMILES	Pin1 inhibitor	TRHR enhancer	rTrxR1 inhibitor	D2 ag	IDH1 R132H inh	TrxR1 substrate	USP1 inh	D2 antag	TRHR agonist
CC(=O)c1cccc(N=Nc2c(C)[nH]c3ccccc23)c1	1%	7	-6%	0.5	8%	-5%	-11%	-3	0.4
O=C(O)c1ccc(C(=O)Nc2ccc(F)cc2)cc1	4%	2	1%	0.4	-18%	0%	-6%	0	-0.4
Cn1nc(C(=O)NNC(=O)C(CCC(N)=O)NS(=O)(=O)c2ccc(Cl)cc2)c2ccccc2c1=O (stereo not drawn)	?	1	9%	-0.1	1%	3%	-9%	11	0.3
O=C(NCc1ccccc1Cl)C1CCN(S(=O)(=O)c2cccc3nonc23)CC1	?	-3	7%	0.1	3%	7%	-8%	5	0.6
O=C(O)Cc1csc(NC(=O)CSc2cccc(C(=O)O)n2)n1	-2%	5	-3%	0.6	9%	-3%	-24%	-2	0.2
COc1ccc(C(=O)CSc2nnc(CN3CCCCC3)n2-c2ccc(Cl)cc2)cc1OC	3%	3	-8%	.	-2%	-6%	-21%	.	2.7
COc1ccc(-c2noc3c2-c2nc(-c4ccccc4C)sc2CC3)cc1	0%	.	28%	.	0%	9%	-22%	.	.
C/C(=N/NC(=S)Nc1ccccc1)c1ccc2c(c1)OCO2	4%	2	-5%[57.1 µM]	-0.6	8%	7%[57.1 µM]	-17%	-9	0.1
Cc1ccc(NC(=O)CSc2nc(-c3cccs3)cc(C(F)(F)F)n2)cc1C	10%	-7	-7%	-0.6	-5%	2%	-13%	.	-0.5
Cn1c(SCc2ccc(Cl)cc2)nnc1C1CC1	-3%	1	14%[11.4 µM]	0.5	7%	10%[11.4 µM]	-6%	-7	0.3
COc1ccc(CNc2ccc(-c3ccccc3OC)nn2)cc1	-2%	-5	7%	-1.3	3%	-1%	-12%	1	1.1
COc1ccc(/C=N/NC(=O)CSc2nnc(CCCc3ccc(OC)c(C)c3)o2)cc1	6%	14	-3%	0.1	8%	-9%	-12%	-17	-0.3
CCOC(=O)/C=C1\NC2(CCCCC2)Cc2cc(OC)c(OC)cc21	5%	.	21%	.	-2%	13%	?	.	.
COc1ccc(S(=O)(=O)N2CCC(C(=O)N3CCCCC3)CC2)cc1Cl	1%	2	11%	0.2	-1%	-6%	-21%	1	0.1
COC(=O)c1ccccc1S(=O)(=O)N1CCC(C(=O)N2CCC2)CC1	11%	-2	14%	0.7	-7%	5%	-14%	16	0.1
Cc1ccc2nc(SCC(=O)Nc3ccc(C)c([N+](=O)[O-])c3)[nH]c2c1	3%	4	-10%	0.2	3%	-17%	1%	-25	-0.4
CCC(C)[C@H](NS(=O)(=O)c1ccc(F)cc1Br)C(=O)OC (stereo partly drawn)	3%	.	21%	.	-3%	9%	-17%	.	.
COc1ccc(-n2nnc(-c3nc(-c4ccc5c(c4)OCO5)no3)c2C)cc1Cl	2%	2	16%[57.1 µM]	-0.3	.	-1%[57.1 µM]	-2%	.	0.1
CS(=O)(=O)N1CCN(c2ccnc3cc(Cl)ccc23)CC1	1%	-1	12%	.	-10%	-1%	-14%	.	-0.6
CCCOC(=O)CCCCCCCCC(O)CN1CCCCC1 (stereo not drawn)	1%	0	-17%	-0.3	2%	-1%[57.1 µM]	-4%	18	0.3
COCCNC(=O)c1cc(-c2cccnc2)nc2ccc(Br)cc12	0%	3	-8%	0.0	8%	-9%	-5%	10	-0.4
Cc1ccc(SCC(=O)NNC(=O)c2ccccc2)cc1C	3%	2	15%[57.1 µM]	-0.2	1%	6%[57.1 µM]	-5%	13	0.2
COc1cc2nc(NCc3ccc(C)cc3)n3nc(-c4ccccc4)nc3c2cc1OC	-3%	-6	19%	-0.5	-18%	5%	-12%	.	-0.4
O=C1C2CCCN2C(c2ccc(F)c(F)c2)N1c1cccc(Cl)c1 (stereo not drawn)	-4%	11	11%[57.1 µM]	0.9	-3%	4%[57.1 µM]	-15%	1	-1.1
Cc1ccc(Cl)cc1NC(=O)c1oc2c(c1C)-c1[nH]ncc1CC2	6%	9	6%	-1.7	13%	2%	0%	.	-0.6
CCc1ccc(C(=O)NNC(=O)c2ccc(OCC(=O)N3CCOCC3)c(OC)c2)cc1	-2%	1	11%	.	8%	-2%	-12%	.	0.3
CC1CCCCC1NC(=O)CC1Oc2ccccc2NC1=O (stereo not drawn)	-3%	-4	7%	1.3	5%	3%	-9%	15	-0.1
N#Cc1ccc(OCC(=O)N2CCN(C(=O)c3ccco3)CC2)cc1	-3%	0	3%	0.1	-5%	-1%	-26%	-2	0.3
CC(C)(C)c1ccc(C(=O)N/N=C/c2cccc(Cl)c2)cc1	1%	3	4%[57.1 µM]	0.1	9%	0%[57.1 µM]	-22%	1	-0.5
CC(=O)c1sc2nc(CSc3nncn3C)[nH]c(=O)c2c1C	76%[activator]	-4	29%[57.1 µM]	2.2	19%	5%[57.1 µM]	?	-4	1.7
Cc1cccc(NC(=O)C23CCC(C)(C(=O)O2)C3(C)C)c1 (stereo not drawn)	-1%	-1	0%	0.0	-6%	-5%	-10%	-2	0.4
CCn1c2ccccc2c2cc(NC(=O)c3cccc(OC)c3)ccc21	31%[activator]	1	-6%	0.8	6%	-4%	-19%	-14	-0.2
C[C@H]1C=C(C(=O)N2CCOCC2)O[C@@H](OCc2ccc(CO)cc2)C1	-4%	-4	-8%	0.3	-2%	-2%	-5%	-4	-0.4
CC1=NN(c2ccccc2)C(=O)/C1=C/c1cccs1	-2%	-10	?	3.9	8%	-15%	-28%	-3	28
CN(C)CCCN(C(=O)c1ccco1)c1nc2c(F)cc(F)cc2s1	2%	1	5%[57.1 µM]	0.5	2%	-13%[57.1 µM]	-20%	-2	1.9
COc1ccccc1N(CC(=O)N/N=C/c1ccc(C(=O)O)cc1)S(=O)(=O)c1ccc(C)cc1	1%	-6	28%	-0.5	7%	4%	-23%	-12	-0.9

Compounds shown so far that contain an NH in an aromatic ring:
SMILES	Pin1 inhibitor	TRHR enhancer	rTrxR1 inhibitor	D2 ag	IDH1 R132H inh	TrxR1 substrate	USP1 inh	D2 antag	TRHR agonist
CC(=O)c1cccc(N=Nc2c(C)[nH]c3ccccc23)c1	1%	7	-6%	0.5	8%	-5%	-11%	-3	0.4
Cc1ccc2nc(SCC(=O)Nc3ccc(C)c([N+](=O)[O-])c3)[nH]c2c1	3%	4	-10%	0.2	3%	-17%	1%	-25	-0.4
Cc1ccc(Cl)cc1NC(=O)c1oc2c(c1C)-c1[nH]ncc1CC2	6%	9	6%	-1.7	13%	2%	0%	.	-0.6
CC(=O)c1sc2nc(CSc3nncn3C)[nH]c(=O)c2c1C	76%[activator]	-4	29%[57.1 µM]	2.2	19%	5%[57.1 µM]	?	-4	1.7

Next part:
SMILES	Pin1 inhibitor	TRHR enhancer	rTrxR1 inhibitor	D2 ag	IDH1 R132H inh	TrxR1 substrate	USP1 inh	D2 antag	TRHR agonist
COc1ccc(C2C(C#N)=C(N)Oc3n[nH]c(C)c32)cc1CN1CCN(c2ccc(F)cc2)CC1 (stereo not drawn)	6%	-2	-4%	0.0	0%	-3%	-24%	54*	-1.0
COc1ccc(NC(=O)Nc2ccc3nsnc3c2)cc1	-12%	-4	19%	2.7	2%	1%	-7%	0	0.3
CCN(/C=N/c1sc2c(c1C#N)CCCCC2)CC	2%	-9	6%[57.1 µM]	-0.7	1%	0%[57.1 µM]	-14%	-4	-0.4
O=C(C1CC1)N1CCN(c2ccc(O)cc2)CC1	-6%	11	6%[57.1 µM]	-0.5	10%	9%[57.1 µM]	-14%	22	-1.8
COC(=O)c1c(NC(=O)CN2CCN(S(=O)(=O)c3ccccc3[N+](=O)[O-])CC2)sc2c1CCC(C)C2 (stereo not drawn)	4%	6	-7%	0.2	3%	-7%	-5%	-3	0.3
CCOC(=O)CSC1=Nc2ccccc2C2=NC(CC(=O)NCc3ccc4c(c3)OCO4)C(=O)N12 (stereo not drawn)	3%	-8	8%[57.1 µM]	-1.7	-1%	2%[57.1 µM]	-13%	6	-0.4
CCC(=O)Nc1ccc(C(=O)NCCCn2ccnc2)cc1	2%	-2	21%	2.0	3%	7%	-20%	-5	0.2
Cc1c(C(=O)NNc2cc(=O)n(C)c(=O)n2C)cccc1[N+](=O)[O-]	-12%	1	12%[57.1 µM]	0.6	10%	21%[57.1 µM]	-17%	-2	0.2
CCc1ccc2occ(CC(=O)Nc3ccc(OC)c(Cl)c3)c2c1	14%	17	5%	-1.1	.	26%[0.457 µM]	-9%	.	1.3
COc1ccc(C(=O)NCc2csc(-c3cccs3)n2)cc1	1%	-11	19%	0.3	1%	2%	-9%	-17	0.3
O=C(NN1C(=O)NC2(CCCCC2)C1=O)c1ccc(-c2ccc(Cl)cc2)o1	2%	10	-16%	-0.8	1%	75%[activator]	-7%	-13	0.6
Cc1nc2ccc(NC(=O)N3CCSCC3)cc2nc1C	3%	-2	-30%	0.3	-3%	30%	-1%	-17	0.2
COc1ccccc1N1CCN(C2CCCN(C(=O)c3ccoc3C)C2)CC1 (stereo not drawn)	-6%	11	?	-0.2	4%	-4%	-2%	31*	0.3
CCN1C(=O)CC(NC2CCN(C(=O)c3ccc(F)cc3)CC2)C1=O (stereo not drawn)	-3%	0	-7%	0.0	5%	-9%	-19%	-13	0.4
O=C(CN1CCOCC1)Nc1ccc(C2CCCCC2)cc1	0%	-1	-4%	0.2	4%	8%	-19%	-3	0.1
Cc1cc(C)c2[nH]c(C(=O)Nc3ccc(F)cc3Br)cc2c1	-1%	5	-14%[57.1 µM]	0.6	3%	12%[57.1 µM]	-8%	-10	0.0
COc1ccc(N2CCN(C(=O)Cc3c(C(=O)O)c(C)cn3C)CC2)cc1	-9%	-2	21%[57.1 µM]	0.2	15%	4%[57.1 µM]	-14%	.	0.4
COCCNC(=O)Cn1nc(C)c([N+](=O)[O-])c1C	-6%	9	3%[57.1 µM]	0.5	-1%	8%[57.1 µM]	-6%	-17	0.9
